# PPC-1+TRAIL kill: compounds killing PPC-1 cancer cells with TRAIL present, primary screen, TRAIL potentiator project, ATPLite luminescence, uHTS. actives 0.41% (n = 220,000). AID 1443, 2008. PPC-1 cells + TRAIL, ATPLite viability luminescence. cell killing (% activity), % at 4 µM;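 active = cell killing above 50% in the first pass at 4 µM, then a duplicate retest at 5 µM averaging 50% or more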;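 note: plate controls were cells with TRAIL plus DMSO for no effect and medium-only wells lacking cells for full effect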
# EP2 antag: human EP2 receptor antagonists, primary screen, TR-FRET cAMP, C6 glioma cells | Prostaglandin E2 receptor EP2 subtype (Homo sapiens), P43116 | C6 glioma cells expressing human EP2; cells stimulated with saturating PGE2 | inhibition, % at 25 µM | actives 0.52% (n = 260,000) | AID 1422, 2008;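 active = percent inhibition above 40 after rounding to a whole number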;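 note: rat C6 glioma host cells with rolipram phosphodiesterase inhibitor present; the protocol text gives 20 µM as final concentration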
# Target sequence (P43116 whole entry, looked up): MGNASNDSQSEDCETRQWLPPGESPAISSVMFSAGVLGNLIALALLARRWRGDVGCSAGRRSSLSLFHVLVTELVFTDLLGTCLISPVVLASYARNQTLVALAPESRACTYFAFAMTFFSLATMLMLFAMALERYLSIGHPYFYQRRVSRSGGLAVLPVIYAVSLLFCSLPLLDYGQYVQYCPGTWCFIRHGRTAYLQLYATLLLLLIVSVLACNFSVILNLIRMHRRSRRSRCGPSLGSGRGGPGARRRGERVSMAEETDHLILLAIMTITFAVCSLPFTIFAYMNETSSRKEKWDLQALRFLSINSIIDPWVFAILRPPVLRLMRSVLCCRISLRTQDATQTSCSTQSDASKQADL
# NPY1 pot ag: NPY-Y1 receptor potentiators or agonists, primary screen, cell-based. activation, % at 3.6 µM. Neuropeptide Y receptor type 1 (Homo sapiens), P25929. actives 0.37% (n = 220,000). NPY-Y1 expressing cells, potentiator/agonist activation. AID 1304, 2008; in the data active = activation above about 33%, passing the limit was not always enough;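 note: cells stimulated with NPY at EC10 then isoproterenol at EC100; 0% = low agonist plus stimulus and 100% = saturating agonist plus stimulus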
# Target sequence (P25929 whole entry, looked up): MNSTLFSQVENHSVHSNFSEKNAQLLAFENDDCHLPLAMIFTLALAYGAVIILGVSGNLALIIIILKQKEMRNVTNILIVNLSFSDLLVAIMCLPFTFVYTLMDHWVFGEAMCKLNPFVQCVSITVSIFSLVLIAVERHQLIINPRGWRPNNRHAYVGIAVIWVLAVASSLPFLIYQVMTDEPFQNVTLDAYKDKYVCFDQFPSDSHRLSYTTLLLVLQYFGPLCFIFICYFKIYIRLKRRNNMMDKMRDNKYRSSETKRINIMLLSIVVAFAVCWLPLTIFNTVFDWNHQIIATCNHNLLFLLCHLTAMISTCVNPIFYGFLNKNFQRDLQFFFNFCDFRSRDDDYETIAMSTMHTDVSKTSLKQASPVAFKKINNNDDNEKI
# CHOP inh: inhibitors of CHOP promoter induction, primary screen, cell-based, unfolded protein response, luciferase reporter; CHO-K1 CHOP-promoter luciferase, tunicamycin-induced, 15-18 h; inhibition, % at 10 µM; actives 3.8% (n = 220,000); AID 2732, 2010;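 active = compounds that reduced the stress-induced luciferase reporter signal by more than about 70% of percent inhibition, limit read from the data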;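 note: 0% = tunicamycin plus vehicle and 100% = wells without tunicamycin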
# TRPML3 ag: human TRPML3 channel agonists, primary screen, cell-based, HEK293 TRPML3-YFP, Fluo-8 calcium fluorescence, 3 µM; Mucolipin-3 (Homo sapiens), Q8TDD5; 100% = the carbachol control signal; activation, % at 3 µM; actives 0.29% (n = 220,000);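 active = activation above its plate's cutoff, the mean activation of the plate's test wells plus 3 SD, cut at about 12% in these data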;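 note: 0% = DMSO only wells and 100% = carbachol wells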
#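 Material: HEK293 cells stably carrying human TRPML3-YFP; compound dosing: single dose, 3 µM final nominal compound, 0.3% DMSO final; incubation: 1-h 37 °C dye load, 5-s basal, 120-s post-compound reads; technique: Fluo-8 intracellular calcium fluorescence, excitation 470-495 nm, emission 515-575 nm; read-out basis: percent activation from peak-to-basal fluorescence ratio, scaled between DMSO and carbachol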
# NPY-Y1 antag: NPY-Y1 receptor antagonists, primary screen, cell-based; Neuropeptide Y receptor type 1 (Homo sapiens), P25929; HEK293-CNG Y1 cells, membrane potential fluorescence; NPY at EC95, then isoproterenol; inhibition, % at 3.6 µM; actives 1% (n = 200,000); AID 1040, 2008;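 active = inhibition above the campaign mean inhibition of all tested compounds plus 3 SD, cut at about 20% in these data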;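 note: 0% = DMSO wells given NPY plus isoproterenol and 100% = isoproterenol alone without NPY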
#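 Assay system: HEK293 Y1/CNG channel cell line; Doses: single compound dose of 3.6 µM, 0.4% DMSO; Timing: dye 3 h, compound 60 min room temperature, stimulation 45 min; Technique: Membrane-potential fluorescent dye readout; Measure: % inhibition of NPY effect.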
# EP2 mod: EP2 receptor modulators, cAMP readout, primary screen, cell-based, HTRF cAMP, PGE2 stimulation; induction, % at 25 µM; Prostaglandin E2 receptor EP2 subtype (Homo sapiens), P43116; actives 0.83% (n = 260,000); AID 940, 2007; EP2-expressing cells, cAMP HTRF FRET, PGE2 co-stimulation;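 active = compounds whose cAMP rise, as percent of the full-agonist control response, exceeds 60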;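 note: rat C6 glioma line stably carrying human EP2 under a CMV promoter; the protocol text gives 20 µM as final concentration; 100% = response of wells given 1 µM PGE2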
# TRPN1 ag: zebrafish TRPN1 channel agonists, primary screen, cell-based, HEK293, calcium fluorescence | actives 0.18% (n = 220,000) | transient receptor potential cation channel N1 (TRPN1/NompC), Danio rerio | AID 1424, 2008 | HEK293 zebrafish TRPN1-YFP, Fluo-8 calcium fluorescence; 100% = response to 87 µM carbachol | activation, % at 3 µM;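 active = activation above its plate's cutoff, the mean activation of test wells on that plate plus 3 SD, cut at about 19% in these data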;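 note: 0% = DMSO alone and 100% = 87 µM carbachol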
#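 Material – zebrafish TRPN1-YFP in HEK293 cells · Doses – 3 µM single point · Schedule – dye 1 h 37 °C plus 30 min RT · Signal – Fluo-8 calcium fluorescence, excitation 470-495 nm, emission 515-575 nm · Read-out – % activation versus carbachol response · Control set – carbachol high, DMSO low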
# 14-3-3 Bad inh: inhibitors of 14-3-3 zeta/Bad binding, primary screen, biochemical, TR-FRET, bovine 14-3-3 zeta. TR-FRET 14-3-3zeta/Dy647-pBad peptide displacement, 1 h. inhibition, % at 21.7 µM. actives 0.71% (n = 220,000). AID 781, 2007;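 active = inhibition above about 70%, limit read from the data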;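 note: 0% = full 14-3-3 plus peptide FRET controls and 100% = background without 14-3-3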
# Target sequence (P63103 whole entry, looked up): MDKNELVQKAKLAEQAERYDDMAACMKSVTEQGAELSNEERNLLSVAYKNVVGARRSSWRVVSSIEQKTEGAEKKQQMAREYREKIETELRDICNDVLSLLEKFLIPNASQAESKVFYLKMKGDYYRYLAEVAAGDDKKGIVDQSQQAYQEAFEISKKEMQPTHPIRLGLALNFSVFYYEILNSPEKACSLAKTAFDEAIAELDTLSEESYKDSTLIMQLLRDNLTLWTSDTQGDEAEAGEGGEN
# * hit, by the source's call; · = not tested or not shown; & = joins results of further samples; [ ] = remark or other dose.
SMILES,PPC-1+TRAIL kill,EP2 antag,NPY1 pot ag,CHOP inh,TRPML3 ag,NPY-Y1 antag,EP2 mod,TRPN1 ag,14-3-3 Bad inh
CC(C)S(=O)(=O)CC(=O)c1ccc(Cl)cc1,17,6,-6,8,0.0,-3,18,-0.2,5
Cc1ccc(NC(=S)NC(=O)/C=C/c2ccco2)c(O)c1,3,10,-3,1,0.0,1,-30,-0.5,3
CCNC(=O)c1ccc(CSc2ccc(Cl)cc2)cc1,3,7,7,-16,-1.1,-3,-33,2.1,-8
O=C(C1CCN(S(=O)(=O)c2cnc[nH]2)CC1)N1CCN(c2ncccn2)CC1,18,7,16,12,-0.2,-2,1,-0.1,-3[fluorescence artefact?]
O=C(NCCNc1ccc([N+](=O)[O-])cc1C(F)(F)F)c1ccccc1F,19,15,15,27,-0.5,8,-44,-0.7,-3
COCCN1C=C(C(=O)OC)C(c2ccc(OC)c(OC)c2)C(C(=O)OC)=C1,3,2,-1,2,0.5,3,21,0.9,-4
Cc1ccc(COC(=O)CCc2nc3ccccc3c(=O)[nH]2)cc1,15,12,-55,0,-0.5,17,-38,-0.3,-1
COc1ccc(CCNC(=O)CN(CCc2ccccc2)S(C)(=O)=O)cc1,-9,2,-5,8,0.9,3,-3,0.1,-12
CCn1c(N2CCN(CC(=O)Nc3cccc(C)c3C)CC2)nc2ccccc21,7,2,-33,19,-1.0,7,-30,-0.8,4[fluorescence artefact?]
O=c1c(/C=N/O)coc2ccc3ccccc3c12,2,14,6,-17,-0.5,4,1,0.5,-7
Cc1ccc(-n2ncc(C(=O)NCc3ccc4c(c3)OCO4)c2NC(=O)c2ccco2)cc1C,11,7,-17,4,-0.8,4,10,-1.6,17
COc1ccc(C(=O)Nc2ccc(S(=O)(=O)Nc3nccnc3OC)cc2)cc1OC,2,·,-4,21,1.0,1,39,1.7,3
CCN(CC)C(=O)Nc1c(C)n(C)n(-c2ccccc2)c1=O,1,10,-7,7,0.1,3,0,0.0,-11
O=C(NCc1cccnc1)C1c2ccccc2C(=O)N1Cc1ccco1 (configuration not stated),-4,5,1,-2,0.3,3,14,-1.0,-6[fluorescence artefact?]
O=c1cc(N2CCc3ccccc3C2)[nH]c(=O)n1-c1ccccc1Cl,3,7,3,-13,-0.2,-2,11,1.0,-3
C=CCOn1c(=O)c(=O)n(OCc2ccccc2)c2ccccc21,13,7,-29,18,1.8,-3,29,0.2,15
Cc1c(C(=O)O)[nH]c2c1C(=O)CC(c1ccccc1)C2 (configuration not stated),36,15,-9,4,0.9,-5,30,1.1,0
CCO[C@@H]1OC(C(=O)O)=C[C@H](c2coc3ccccc3c2=O)[C@H]1CCCO,22,2,-6,-16,-0.2,3,-18,0.8,0
CCCn1nnnc1NCc1ccc(F)cc1,4,9,-3,16,0.3,-2,0,1.1,-11
CO/N=C(\C(=O)N[C@@H]1C(=O)N2C(C(=O)O)=C(COC(N)=O)CS[C@H]12)c1ccco1,17,12,11,15,1.1,-4,17,-1.0,-2[fluorescence artefact?]
CC(=O)Nc1cc2c(cc1NC(=O)Cn1nnc(-c3ccc(C)o3)n1)OCCO2,-6,11,-14,21,0.7,-3,-6,1.5,3
O=C1C=C(c2ccccc2)C(O)(c2ccccc2)C1 (configuration not stated),-5,10,10,5,0.0,3,30,1.2,1
CCCCSc1nnc2c(n1)OC=Nc1ccccc1-2,12,5,-10,-27,-0.1,·,-4,-2.7,8
Cc1ccc(-c2nnn(CC(=O)N(CCN3CCOCC3)C(C(=O)NC(C)(C)C)c3ccco3)n2)cc1 (configuration not stated),5,6,24,60,1.0,5,15,-0.3,-2
Cc1ccccc1OCC(=O)OC(C(=O)c1ccccc1)c1ccccc1 (configuration not stated),7,6,-12,27,0.1,3,25,0.8,-2
# (list continues)
SMILES,PPC-1+TRAIL kill,EP2 antag,NPY1 pot ag,CHOP inh,TRPML3 ag,NPY-Y1 antag,EP2 mod,TRPN1 ag,14-3-3 Bad inh
CN(C)c1ccc(NC(=O)CSc2nc(N)c(C(=O)Nc3ccc(N(C)C)cc3)s2)cc1,21,41*,47,46,1.8,-13,-43,4.4,0
COCCNc1c2c(nc3c(-c4ccccc4)c(C)nn13)CCC2,1,3,-31,9,-1.2,·,-27&-17,-1.4,-1
COc1cc([N+](=O)[O-])ccc1NC(=O)CCCOc1cccc(C)c1,13,9,-30,38,-0.4,15,-25,0.3,7
COc1ccc(N2C(=O)CCC(C(=O)Nc3cccc(C)n3)C2c2ccc(OC)c(OC)c2)cc1 (configuration not stated),-2,5,8,-2,0.0,-5,0,-0.6,-5[fluorescence artefact?]
Cc1ccc2oc(=O)c3cnn(CC(=O)NCCCOC(C)C)c3c2c1,26,12,1,-13,0.6,-2,16,2.0,-2
CC(C(=O)N=Nc1c(O)[nH]c2ccccc12)n1cnc2ccccc2c1=O (configuration not stated),-1,16,-19,-20,-0.2,3,-11,-0.8,0
COc1ccc(-c2noc(CCC(=O)Nc3ccc(C)c(C)c3)n2)cc1,13,20,-21,35,-0.3,2,-26,0.5,3
CC(C)C[C@H](NC(=O)c1ccc(OC2CCN(C(=O)C3CC3)CC2)cc1)C(N)=O,-4,5,6,14,1.0,-2,-6,1.4,-9
COc1ccc(/C=N/NC(=S)Nc2cccc(C(=O)O)c2)cc1,41,5,8,-13,0.0,4,-65,1.1,-10
CC(C)Oc1ccc(/C=N/NC(=O)c2ccc(N(Cc3ccccc3)S(C)(=O)=O)cc2)cc1,10,9,8,21,0.6,-2,-23,-1.2,12
C#Cc1ccc([C@H]2C=C(C(=O)Nc3ccccc3)O[C@@H](OCc3ccc(CO)cc3)C2)cc1,13,4,·,21,·,·,16,·,-3
CCCn1c(SCC(=O)N2CCCCC2)nnc1-c1ccccn1,27,8,3,4,0.6,-1,10,-0.5,-4
CC1(C)Cc2c(C#N)c(N3CCN(C(=O)c4ccco4)CC3)nc(Cc3ccccc3)c2CO1,-9,9,6,88*,0.4,-6,44,0.7,5
CCNCCNc1ccc(Cl)cc1[N+](=O)[O-],·,2,14,·,0.4,0,·,0.7,·
COc1ccc(C(c2nnnn2C(C)(C)C)N2CCN(C)CC2)cc1OC (configuration not stated),0,13,0,13,1.1,5,13,1.8,-2
CCc1c(C)nc(SCCOc2ccc(OC(C)C)cc2)[nH]c1=O,-9,12,-9,45,0.8,-1,3,0.7,16
COCCCNC(=O)c1cc(S(=O)(=O)N2CCOCC2)ccc1SCc1cccc(OC)c1OC,31,7,3,-3,0.2,4,16,-1.2,6
O=C(NC1CCCCCC1)c1nnc(Cc2ccc(Cl)cc2)o1,-1,8,-19,15,-0.2,-1,-10,-1.4,5
C/C(=N\NC(=O)c1cccc(N/N=C(\C)c2ccccc2)c1)c1ccccc1,25,5,10,11,-0.1,0,1,-1.4,-2[fluorescence artefact?]
O=C(O)c1ccc2c3c(ncnc13)-c1ccccc1C2=O,29,·,-17,45,2.2,0,-3,4.8,19
CCOC(=O)C1(Cc2cccc(OC)c2)CCN(Cc2csc(C(C)=O)c2)CC1,2,10,-2,17,0.7,7,-67,1.0,4
O=c1oc2c(CN3CCOCC3)c(O)c(Cl)cc2c2c1CCC2,21,12,-21,-4,0.1,2,28,-0.9,-1
S=C(Nc1ccccc1)N1N=C(c2cccs2)CC1c1cccs1 (configuration not stated),0,5,-14,-29,0.2,8,-12,-0.1,-6
CC1=CC(c2ccc(Cl)cc2)n2nc(NC(=O)CCC(=O)O)nc2N1 (configuration not stated),6,5,4,-10,0.8,·,-17,1.6,0
CCOC(=O)C1CCN(C(=O)c2cccnc2)CC1,3,15,9,15,0.9,9,-1,0.6,4

# Printed as active in CHOP inh, among the entries above:
mol	NPY1 pot ag	CHOP inh	TRPML3 ag	NPY-Y1 antag	EP2 mod	14-3-3 Bad inh
CC1(C)Cc2c(C#N)c(N3CCN(C(=O)c4ccco4)CC3)nc(Cc3ccccc3)c2CO1	6	88*	0.4	-6	44	5

# Next compounds:
SMILES,PPC-1+TRAIL kill,EP2 antag,NPY1 pot ag,CHOP inh,TRPML3 ag,NPY-Y1 antag,EP2 mod,TRPN1 ag,14-3-3 Bad inh
COc1ccc(NC(=O)Cc2c(C(=O)O)n(C)c3ccccc23)cc1OC,4,2,-2,-7,0.5,4,10,0.3,1
CNCc1ccccc1Sc1ccc(OC)c(OC)c1,18,11,-21,-4,0.2,9,28,-1.1,8
COc1ccc(CN(C(=O)CSc2nnc(-c3ccccc3C)o2)c2ccc(F)cc2)cc1,28,20,-39,4,0.6,15,21,1.7,2
Cc1cc(=O)oc(C)c1C(=O)N[C@@H]1CCCCNC1=O,21,12,9,1,1.2,-4,18,0.1,-11
CC(=O)Nc1ccc(NC(=O)C2CCCN2C(=O)Nc2ccc(F)c([N+](=O)[O-])c2)cc1 (configuration not stated),9,7,14,7,0.9,-2,7,-0.7,-12
C=CCn1c(SCC(=O)O)nnc1-c1cccc(Cl)c1,-4,11,8,-14,0.3,2,3,-0.5,27
Cc1cc(NC(=O)Cn2cnc3c(cnn3C(C)(C)C)c2=O)no1,13,14,-16,13,0.0,2,24,-2.4,6
O=C(NNC(=O)c1ccccc1O)c1ccco1,18,9,-2,-24,0.8,-3,9,0.5,27
Cc1nc2ccccc2c(=O)n1N,12,10,8,51,0.6,6,19,0.6,6
CCOc1ccccc1NC(=O)c1cc(C(=O)Nc2ccccc2OCC)cc(N2C(=O)CCC2=O)c1,10,4,-10,31,0.8,2,19,0.8,-4
CCn1c(COc2ccc(C(C)C)cc2)nnc1SCC(=O)Nc1nccs1,-10,9,-1,46,0.6,10,8,1.7,-2[fluorescence artefact?]
Cc1ccc(OCC(=O)O/N=C(\N)c2cccc([N+](=O)[O-])c2)cc1C,6,10,-40,4,1.1,·,-9,0.3,-5
Cc1ccc(S(=O)(=O)N(C)c2ccc(OCC(=O)Nc3nc(-c4ccccc4)cs3)cc2)cc1,0,10,-27,-21,0.6,11,0,0.4,-2[fluorescence artefact?]
COC(=O)c1cc(NC2c3ccccc3C(=O)N2c2cccnc2)cc(C(=O)OC)c1 (configuration not stated),·,12,-4,-2,-0.4,-1,18,0.0,1
COc1cccc(NC(=O)C2CCN(S(C)(=O)=O)CC2)c1,-2,8,-28,20,-0.3,3,5,0.7,-4

# From PubChem BioAssay

# An excerpt (hit frequency here may not be typical).
